Screening results: PubChem BioAssay, National Center for Advancing Translational Sciences (NCATS)
EPAC2 antag – qHTS for Antagonist of cAMP-regulated guanine nucleotide exchange factor 2 (EPAC2): primary screen | AID 720708, 2013 | 360,000 compounds, 0.18% hits | EPAC2 GEF exchange of Rap1B-BODIPY-GDP, fluorescence | Potency, µM (titrated, usually from 114 µM), inactives show top-dose activity, negative = inhibition, hits mostly inhibitors; also: % is scaled to controls: 0 for no effect and ±100 for the full control effect; nearly all actives have a fitted effect of over 45% in size; many of its hits are not listed in these tables
EPAC2 agonist – qHTS for Agonist of cAMP-regulated guanine nucleotide exchange factor 4 (EPAC2): primary screen; Rap guanine nucleotide exchange factor 4 (Homo sapiens), Q8WZA2; EPAC2 activation, biochemical qHTS; response scale: 100% = 6.5 mM cAMP response; Potency, µM (titrated, usually from 154 µM), inactives show at the top dose activation, hits mostly activators; 360,000 compounds, 0.079% hits; also: nearly all actives have a fitted effect of over 50% in size
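Nucleotide exchange monitored as fluorescence drop when BODIPY-GDP leaves Rap1B. Reaction: 100 nM EPAC2, 250 nM RAP1B-BODIPY-GDP, 50 uM GDP, room temperature, kinetic read over 30 min. Activity expressed relative to 6.5 mM cAMP.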
PTHR1 ag – qHTS for PTHR1 Agonists: Primary Screen | Parathyroid hormone/parathyroid hormone-related peptide receptor (Homo sapiens), Q03431 | HEK293 GP2 PTHR1 cells, GloSensor cAMP luminescence, 1 h | Potency, µM (doses to about 115 µM), inactives show at the highest dose activation, most hits filed as activators | 410,000 compounds, 0.075% hits | AID 743266, 2014; also: nearly all actives have a fitted effect of over 55% in size; some results filed as inactive show a strong effect at the top dose; inactives centre near -15; many of its hits are not listed in these tables
Target sequence (Q03431 whole entry, looked up): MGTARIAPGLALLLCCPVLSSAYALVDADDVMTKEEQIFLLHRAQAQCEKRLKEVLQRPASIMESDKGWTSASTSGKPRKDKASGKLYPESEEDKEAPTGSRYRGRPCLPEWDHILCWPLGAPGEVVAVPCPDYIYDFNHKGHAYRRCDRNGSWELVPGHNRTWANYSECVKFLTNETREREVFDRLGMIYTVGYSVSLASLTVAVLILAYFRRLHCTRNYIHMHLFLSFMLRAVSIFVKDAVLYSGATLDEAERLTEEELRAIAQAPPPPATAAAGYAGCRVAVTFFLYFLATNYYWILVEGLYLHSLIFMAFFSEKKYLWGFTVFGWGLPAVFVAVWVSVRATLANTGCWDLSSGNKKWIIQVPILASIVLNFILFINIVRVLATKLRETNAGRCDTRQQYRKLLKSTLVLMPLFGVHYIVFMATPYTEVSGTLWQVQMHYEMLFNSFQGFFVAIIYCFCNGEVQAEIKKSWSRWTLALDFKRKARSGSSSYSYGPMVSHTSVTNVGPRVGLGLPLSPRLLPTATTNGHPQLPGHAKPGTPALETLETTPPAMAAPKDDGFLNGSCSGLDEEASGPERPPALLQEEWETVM
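HEK-293-derived GP2 cells expressing PTHR1 and a GloSensor cAMP reporter, 3,000/well, plated overnight, given luciferin plus IBMX (each 0.5 mM as added) for 1 h at 37 °C, then compound for 1 h at 37 °C. Luminescence was read after 15 min at room temperature.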
TDP-43 yeast inh – qHTS of TDP-43 Inhibitors; TDP-43 expressing yeast growth rescue, BacTiter-Glo, 24 h; Potency, µM (doses to about 46.1 µM), for the others: at the top dose growth rescue (activation), actives largely listed as activators; 410,000 compounds, 1.8% hits; also: % of control where 0% means no effect; nearly all actives have a fitted effect of over 50% in size
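Luminescence from BacTiter-Glo reports growth of TDP-43-expressing yeast after 24 hr at 30 deg C with compound. Cells were raffinose-pregrown to mid-log, then seeded in galactose medium at OD600=0.02.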
EPAC1 antagonist – qHTS for Antagonist of cAMP-regulated guanine nucleotide exchange factor 3 (EPAC1): primary screen. EPAC1 GEF assay, Rap1b-BODIPY-GDP exchange fluorescence. Potency, µM (titrated, usually from 115 µM), without a hit: top-dose activity change, negative = inhibition, hits mostly inhibitors. 360,000 compounds, 0.14% hits. AID 720709, 2013;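 also: plate controls were vehicle for no effect and positive control for full effect; nearly all actives have a fitted effect of over 50% in size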
FUS suppressor – qHTS for Suppressors of FUS Proteinopathy: Primary screen using FUS-linked yeast assay; 390,000 compounds, 0.24% hits; S. cerevisiae FUS-expressing, growth rescue, OD600, 24 h; Potency, µM (titrated, usually from 76.6 µM), for the others: top-dose growth rescue (activation), usual class: activators;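 also: plate controls were DMSO vehicle for no effect and reference control for full effect; nearly all actives have a fitted effect of over 55% in size; some results filed as inactive show a strong effect at the top dose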
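Yeast FUS proteinopathy model; galactose-induced FUS (2%), starting OD 0.005. Cpds in dilution series, 24hr, 30C, 99% humidity. Abs 600 nm growth. Pos ctrl CP55940 (top 92uM final); neg ctrl DMSO.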
aSyn yeast inh – qHTS of alpha-syn Inhibitors | Yeast expressing alpha-synuclein, growth rescue, BacTiter-Glo, 24 h | Potency, µM (series often up to 46.1 µM), for the others: at the top dose growth rescue (activation), hits mostly activators | 370,000 compounds, 0.14% hits | AID 652106, 2013; also: % of control where 0% means no effect; nearly all actives have a fitted effect of over 65% in size
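Readout is rescue of growth in alpha-synuclein-expressing yeast, so inhibitors of toxicity appear as activators. Growth after 24 hr at 30 deg C in galactose medium is quantified by luminescence.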
EPAC1 agonist – qHTS for Agonist of cAMP-regulated guanine nucleotide exchange factor 3 (EPAC1): primary screen | Rap guanine nucleotide exchange factor 3 (Homo sapiens), O95398 | EPAC1 agonist qHTS, biochemical assay; response scale: 100% = response to 6.5 mM cAMP | Potency, µM (doses to about 154 µM), without a hit: top-dose activation, usual class: activators | 360,000 compounds, 0.073% hits | AID 720707, 2013; also: nearly all actives have a fitted effect of over 60% in size
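Read-out is the fluorescence drop as BODIPY-GDP leaves Rap1B (480 nm excitation, 540 nm emission), recorded every 5 minutes over 30 minutes. Reactions held 100 nM EPAC1, 250 nM Rap1B–BODIPY-GDP and 50 uM GDP, with 6.5 mM cAMP setting full activation.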
An asterisk follows results filed as active; i = inactive; ? = inconclusive; / = no result given; & = joins results of further samples; [ ] = another dose, or the depositor's remark. Calls follow the shape of the dose curve; as a rule, active = well fitted curve in the direction sought with a large enough effect; inconclusive = small, poorly fitted or top-dose-only effect, or another doubt; inactive = no such curve, though single readings can be large; an effect the other way counts as inactive or inconclusive. Potency is read from the fitted curve at half-maximal effect. These rows are one share of the data; rates above refer to the full screens.

Values run as follows: EPAC2 antag, EPAC2 agonist, PTHR1 ag, TDP-43 yeast inh, EPAC1 antagonist, FUS suppressor, aSyn yeast inh, EPAC1 agonist
COc1ccc2oc(C(=O)OCC(=O)N3CCN(S(=O)(=O)c4ccc(C)cc4)CC3)c(C)c2c1
→ 8%, 12%, -10%, 10%, -20%, 18%, -5%, 8%
COc1ccc(/C=N/NC(=O)CNC(=O)c2ccc(S(=O)(=O)N3CCOCC3)cc2)cc1OC
→ 5%, -1%, i, 11%, -15%, 14%, -3%, -5%
CC(C)c1cc(C(F)(F)F)n2nc(C(=O)O)cc2n1
→ 4%, 5%, i, -16%, 17%, 19%, 0%, 3%
O=C(C1=C(O)C(=O)N(Cc2ccco2)C1c1cccc(Cl)c1)c1ccco1 (centres undefined)
→ 1%, 10%, -14%, -3%, ?, ?, -4%, -3%
Cn1c(=O)[nH]c(=O)c2c1nc(N1CCNCC1)n2Cc1ccccc1Cl
→ 3%, 6%, i, 7%, 10%, -27%, -6%, -9%
CC12CCC(c3nnc(SCC(=O)Nc4cccc5ccccc45)nc31)C2(C)C (centres undefined)
→ 3%, 17%, -34%[inhibitor], 0%, -8%, ?, -5%, 6%
NS(=O)(=O)c1ccc(NC(=O)Nc2ccc3c(c2)OCO3)cc1
→ 7%, 18%, -1%, 15%, -5%, 12%, 4%, -17%
CC1(C)CC(=O)C=C(Nc2ccc(C(=O)O)c(O)c2)C1
→ 1%, 11%, -3%, -15%, 18%, 33%, -6%, 2%
Cc1[nH]nc2c1C(c1ccc3c(c1)OCO3)C(C#N)=C(N)O2 (centres undefined)
→ -8%, 6%, i, -16%, -11%, 4%, 14%, 12%
COc1ccc(/C=N/NC(=O)c2cc[n+]([O-])cc2)cc1OC
→ 3%, -2%, i, 0%, 6%, 9%, -7%, -1%

Looked up one by one from the list above:
Values run as follows: EPAC2 antag, EPAC2 agonist, PTHR1 ag, TDP-43 yeast inh, EPAC1 antagonist, FUS suppressor, aSyn yeast inh, EPAC1 agonist
NS(=O)(=O)c1ccc(NC(=O)Nc2ccc3c(c2)OCO3)cc1
→ 7%, 18%, -1%, 15%, -5%, 12%, 4%, -17%
CC1(C)CC(=O)C=C(Nc2ccc(C(=O)O)c(O)c2)C1
→ 1%, 11%, -3%, -15%, 18%, 33%, -6%, 2%
COc1ccc(/C=N/NC(=O)c2cc[n+]([O-])cc2)cc1OC
→ 3%, -2%, i, 0%, 6%, 9%, -7%, -1%
Cc1[nH]nc2c1C(c1ccc3c(c1)OCO3)C(C#N)=C(N)O2 (centres undefined)
→ -8%, 6%, i, -16%, -11%, 4%, 14%, 12%
CC12CCC(c3nnc(SCC(=O)Nc4cccc5ccccc45)nc31)C2(C)C (centres undefined)
→ 3%, 17%, -34%[inhibitor], 0%, -8%, ?, -5%, 6%

Other structures follow.
Values run as follows: EPAC2 antag, EPAC2 agonist, PTHR1 ag, TDP-43 yeast inh, EPAC1 antagonist, FUS suppressor, aSyn yeast inh, EPAC1 agonist
COC(=O)C1C(=O)C=C(Nc2ccc(F)cc2)CC1c1ccc(OC)cc1 (centres undefined)
→ -1%, 5%, -5%, -5%, ?, 18%, -9%, -2%
O=C(NCc1ccco1)c1ccc(S(=O)(=O)N2CCCc3ccccc32)cc1
→ 0%, 15%, 2%[57.5 µM], 16%, 4%, 29%, 6%, 16%
CCc1ccccc1N1CC(C(=O)N2Cc3ccccc3CC2C(N)=O)CC1=O (centres undefined)
→ 14%, 3%, ?, 8%, 11%, -15%, -2%, 6%
COc1ccc(-c2nnc(SCC(=O)Nc3ccc4c(c3)OCCO4)n2N)cc1OC
→ -2%, 7%, -10%, 20%, -24%, 19%, -7%, 0%
COc1ccc(N2CCN(S(=O)(=O)CCNC(=O)c3ccco3)CC2)cc1
→ -9%, 8%, -20%, -11%, -28%, -9%, -7%, -14%
Cc1ccc2nsnc2c1S(=O)(=O)NCCc1c(C)[nH]c2ccc(F)cc12
→ 0%, 14%, -6%, -16%, -2%, ?, -1%, 10%
CC(C(N)=O)N1C(=O)NC2(CCCc3ccccc32)C1=O (centres undefined)
→ 11%, 1%, -1%, -6%, 12%, -1%, 0%, 0%
O=C(CC1=NC2(CCCC2)Cc2ccccc21)N1CCOCC1
→ -1%, 7%, i, -16%, 3%, 2%, 0%, 6%
c1coc(C2=Nc3cccc4cccc(c34)N2)c1
→ -13%, 4%, -7%, -16%[0.397 µM], -26%, 26%, -16%, -5%
CCn1c(=O)n(CC)c2cc([N+](=O)[O-])ccc21
→ -1%, 1%, -7%, 26%, 2%, -3%, /, 3%
Cc1nc2ccccc2n1CC(=O)c1ccccc1
→ 8%, 1%, i, 3%, -3%, -24%, -3%, -8%
CCN(CC)CCN1C(=O)C(=O)/C(=C(/O)c2ccc(OC)c(OC)c2)C1c1ccccn1 (centres undefined)
→ -1%, 5%, i, -1%, 0%, 31%, -4%, -4%
COc1ccccc1-n1c(CNc2c(C)cccc2C)nnc1SCC(=O)N1CCOCC1
→ 3%, -3%, i, -1%, 1%, 20%, -9%, -9%
CN(C)C(=O)c1ccc(NC(=O)c2cccnc2)cc1
→ -2%, 1%, -20%, 4%, -26%, 5%, -4%, 3%
COc1cc(CNC(=O)C2CCC(=O)N(C3CCCCCC3)C2)cc(OC)c1 (centres undefined)
→ 3%, -4%, -42%[inhibitor], -3%, 4%, 3%, 6%, 1%
Cn1nnnc1SCCNS(=O)(=O)c1ccccc1
→ 8%, 10%, i, 8%, 7%, -6%, ?, -3%
COc1cc(OC)cc(-c2oc(=O)c3cc(OC)c(OC)cc3c2C#CCCO)c1
→ 2%, 5%, i, 16%, -6%, 16%, -2%, 9%
CC(C)NC(=O)NC(=O)CN1C(=O)NC2(CCc3ccccc3C2)C1=O (centres undefined)
→ 2%, 15%, i, -16%, -8%, 20%, 0%, -6%
CC1(C)NC(=O)N(CC(O)COC2CCCCC2)C1=O (centres undefined)
→ 4%, 12%, i, 7%, -12%, -2%, -9%, 2%
Cc1cc(C)n(S(=O)(=O)c2ccc(C)c(C)c2C)n1
→ -10%, -4%, -6%, 19%, 3%, -21%, 7%, 2%
COc1ccc(S(=O)(=O)N(Cc2nc3ccccc3c(=O)[nH]2)C2CCCC2)cc1
→ -6%, 3%, -20%, -6%, ?, 29%, 0%, 0%
CCN(CC)c1ccc(CNc2ccc3c(c2)ncn3CC)cc1
→ -1%, 17%, -1%, 0%, -14%, -3%, -7%, -3%
CN(C)/C=C1\N=C(c2cccnc2Oc2ccc(Cl)cc2)OC1=O
→ -3%, 6%, -7%, 25%, ?, 8%, 5%, 2%
CCC1CCCN1Cn1cnc2c([nH]c3ccc(C)cc32)c1=O (centres undefined)
→ 20%, -1%, i, 13%, 10%, 17%, -8%, -4%
CC1CCN(c2nc(-c3cccnc3)nc3scc(-c4ccccc4)c23)CC1
→ 4%, 6%, -32%[inhibitor], 16%, 6%, 4%, -2%, -10%
Cc1ccc2[nH]c3c(=O)n(CC(=O)NCc4ccco4)ncc3c2c1
→ 11%, 3%, -10%&-7%, -6%&2%, -29%, -6%&26%, 0%, -14%
O=C(NNC(=S)NC1CC2C=CC1C2)c1cccnc1 (centres undefined)
→ 3%, 5%, i, 6%, 13%, 7%, -6%, 1%
CCOc1ccccc1C(c1c(O)nc(SC)[nH]c1=O)c1c(O)nc(SC)[nH]c1=O
→ -1%, 4%, -6%, -9%, -7%, 6%, -6%, 4%
O=C1C=C(NC2CCCC2)CC(c2ccccc2)C1 (centres undefined)
→ 3%, 2%, i, 17%, -7%, -7%, 0%, 0%
COc1cc(C2/C(=C(\O)c3ccc4c(c3)CC(C)O4)C(=O)C(=O)N2CCN2CCOCC2)cc(OC)c1OC (centres undefined)
→ -20%, 2%, i, -5%, -16%, 19%, -7%, -29%
CCCCC(=O)Nc1ccc(C(=O)NCCc2ccccc2)cc1
→ -7%, 7%, 10%, -6%, ?, 25%, 2%, 3%
O=C(COC(=O)CCSc1ccccc1)Nc1cc(F)ccc1F
→ -22%, 14%, i, 3%, -3%, -34%, 3%, 10%
N#CC1=C(N)Oc2n[nH]c(-c3cccnc3)c2C1c1cc(F)ccc1F (centres undefined)
→ -2%, 4%, -26%, 1%, 30%[activator], 18%, -4%, -8%
O=C(NN1CCOCC1)c1ccccc1F
→ -6%, 9%, i, 9%, -3%, -13%, -4%, 1%
COc1cc(C(=O)Nc2ccccc2-c2nc(-c3ccccc3)no2)cc(OC)c1OC
→ /, /, i, 21%, /, -18%, -1%, /
Cc1ccc(S(=O)(=O)N2CCC[C@H]2C(=O)OC(C)C(=O)Nc2ncc(Cl)cc2Cl)cc1 (some centres undefined)
→ 3%, 2%, -2%[57.5 µM], 1%, -2%, 1%, -4%, 1%
CC(=O)Cc1ccccc1OCC(=O)O
→ -3%, 3%, i, 0%, -12%, -7%, -8%, 7%
CCOC(=O)c1ccc(N2C(=O)c3n[nH]c(C)c3C2c2ccc(OC)c(OC)c2)cc1 (centres undefined)
→ 0%[57.1 µM], 5%, i, 3%, 5%, 31%, 3%, 2%
COc1ccccc1CN(C)c1nnnn1-c1ccccc1
→ ?, 5%, -34%[inhibitor], 0%, 5%, -10%, 12%, 8%
CC(SC1=NCCS1)C(=O)Nc1nnc(-c2ccc(Br)cc2)s1 (centres undefined)
→ -4%, 13%, -27%, 22%, -4%, -11%, -5%, -6%
NC(=O)c1ccc(N2CCN(c3ncc(C(F)(F)F)cc3Cl)CC2)cc1
→ 4%, 4%, i, 5%, -20%, 7%, 8%, -2%
CCN(CC)S(=O)(=O)c1ccc(-c2cn3cc(Cl)ccc3n2)cc1
→ 11%, 0%, -10%, -6%, 11%, -6%, 19%, -6%
O=C1c2c(-c3ccc(Br)cc3)noc2CCN1Cc1cn(-c2ccc(Cl)cc2)nn1
→ -7%, -17%, -72%[inhibitor], 0%, -1%, 21%, ?, -1%
